N370S GC: qHTS Assay for Inhibitors and Activators of N370S glucocerebrosidase as a Potential Chaperone Treatment of Gaucher Disease; N370S GC spleen homogenate, 4MU-glucoside fluorescence; Lysosomal acid glucosylceramidase (Homo sapiens), P04062; actives 0.092% (n = 330,000); Potency, µM (series often up to 59.4 µM), without a hit: at the highest dose activity change, negative = inhibition, hits mostly inhibitors;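 further: 0% = full enzyme activity and -100% = no enzyme basal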
FEN1 inh: qHTS Assay for the Inhibitors of Human Flap endonuclease 1 (FEN1). Recombinant FEN1 flap cleavage, fluorescence, 15 min. AID 588795, 2011. Potency, µM (top dose mostly 114 µM), inactives show at the highest dose activity change, negative = inhibition, most hits filed as inhibitors. P39748. actives 0.35% (n = 390,000); further: nearly all actives have a fitted effect of over 65% in size
Target sequence (P39748 whole entry, looked up): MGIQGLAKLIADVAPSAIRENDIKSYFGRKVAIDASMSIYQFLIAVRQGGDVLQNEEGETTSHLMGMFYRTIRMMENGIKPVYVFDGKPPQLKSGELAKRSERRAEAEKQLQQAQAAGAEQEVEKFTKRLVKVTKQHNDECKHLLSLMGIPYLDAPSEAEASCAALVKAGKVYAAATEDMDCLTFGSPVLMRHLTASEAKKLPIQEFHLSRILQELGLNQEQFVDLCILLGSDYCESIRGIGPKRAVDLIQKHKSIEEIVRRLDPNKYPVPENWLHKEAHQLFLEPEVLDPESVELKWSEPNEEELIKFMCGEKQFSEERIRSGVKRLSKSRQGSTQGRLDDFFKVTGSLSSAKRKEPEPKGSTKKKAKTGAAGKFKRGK
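FEN1 at 10 nM preincubated with compounds 15 min at room temperature, then flap DNA substrate added at 50 nM final. Signal read at 0 and 15 min; concentration-response fitted with four-parameter Hill equation.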
GCN5L2 inh: qHTS Assay for Inhibitors of GCN5L2. Histone acetyltransferase KAT2A (Homo sapiens), Q92830. GCN5L2 HAT assay, ThioGlo1 CoA-SH fluorescence. Potency, µM (highest dose often 58.9 µM), without a hit: top-dose activity change, negative = inhibition, hits mostly inhibitors. actives 0.21% (n = 390,000)
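qHTS, 1536-well. 20nM enzyme, pH 7.5 HEPES/EDTA/Tween-20 buffer; 15 min compound preinc., RT. Start: 75uM H3(1-25), 70uM AcCoA, 50uM ThioGlo1. Read Ex340/Em540 at t=0 (autofluorescence flag) and t=20 min.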
An asterisk follows results filed as active; ? = inconclusive; · = not tested or not shown; & = joins results of further samples; [ ] = remark or other dose. The call rests on the fitted dose curve; in most records, active means well fitted curve in the direction sought with a large enough effect; inconclusive means small, poorly fitted or top-dose-only effect, or another doubt; inactive means no such curve, though single readings can be large; an effect the other way counts as inactive or inconclusive. Unless noted, on the % scale 0 is the no-effect control and ±100 the full control effect; potency means the concentration at half of the fitted maximal effect. This is a random part of the collection. Share with any hit: about 0.54%.

cpd | structure | N370S GC | FEN1 inh | GCN5L2 inh
1 | CC1=C2C3OC(=O)C(C)[C@@H]3CC[C@](C)(O)C2C2C3C4C5(C12)[C@H]1OC(=O)[C@@H](C)C1CC[C@]4(C)O[C@]5(C)[C@@H]3O (stereo partly drawn) | -0.3% | -2.3% | 1.9%
2 | CN(C)S(=O)(=O)c1ccc(C(=O)OCC(=O)Nc2ccc3c(c2)OCO3)cc1 | · | -5.6% | 0.5%
3 | CCCOc1ccc(C(O)(CCN2CCCCC2)c2ccccc2OC)cc1 (stereo not drawn) | ? | 14.2% | 0.9%
4 | COC(=O)c1c(C)oc(C)c1S(=O)(=O)NC(c1ccccc1)c1ccccc1 | 15.1% | -17.6% | -0.9%
5 | Cc1cccc(NC(=O)CN2CCN(C(=O)C3CCCO3)CC2)c1C (stereo not drawn) | -1.5% | 6.9% | -27.4%
6 | C[C@H]1CN([C@@H](C)CO)C(=O)c2cccc(NS(=O)(=O)c3ccc(F)cc3)c2O[C@H]1CN(C)S(=O)(=O)c1cn(C)cn1 | · | 16.7% | -1.6%
7 | COc1cc(C(C(=O)NCc2ccccc2)N(Cc2ccco2)C(=O)c2cnccn2)cc(OC)c1OC (stereo not drawn) | -5.4% | -5.8% | 15.1%
8 | CCOC(=O)C1(C)NC(c2ccccc2F)C2C(=O)N(CC)C(=O)C21 (stereo not drawn) | 2.7% | -0.4% | 0.5%
9 | Cc1ccc(S(=O)(=O)N2CCN(C(=O)COC(=O)CSc3ccc(C)c(C)c3)CC2)c(C)c1 | -0.2% | 4.8% | -4.1%
10 | Cc1ccc2c(c1)[C@H]1[C@H](CO2)[C@H](c2ccccc2)[C@]2(C)C(=O)N(Cc3ccc(F)cc3)CC(=O)N12 | · | -17.4% | -10.3%
11 | O=C(COc1ccccc1)NCC1CCCO1 (stereo not drawn) | 2.8% | -0.4% | 2.3%
12 | CCn1ncc(Cl)c1C(=O)Nc1cc([N+](=O)[O-])ccc1OC | -2.1% | -1.4% | 1.5%
13 | O=C(c1ccc(-c2cc(Cl)ccc2Cl)o1)N1CCOCC1 | 5.6% | -18.4% | -0.9%
14 | CC(C(=O)Nc1ccncc1)(c1ccccc1)c1ccccc1 | -9.0% | -5.2% | 1.6%
15 | COc1cc(CNC(=O)c2ccc3oc(C(C)C)nc3c2)cc(OC)c1 | -8.6% | 2.5% | -4.4%
16 | CC(Cc1ccccc1)NC(=O)c1ccc([N+](=O)[O-])cc1 (stereo not drawn) | -8.1% | -14.1% | -1.5%
17 | Cc1onc(-c2ccccc2)c1C(=O)N1CCCSC1=Nc1ccccc1 | 25.9% | 1.0%&2.4% | -9.7%
18 | Cc1ccc(OCCC(=O)OCc2csc(CC(=O)Nc3ccccc3C)n2)cc1 | -4.5% | -3.3% | -2.7%
19 | COc1cc(C2Nc3cc(Cl)c(S(N)(=O)=O)cc3S(=O)(=O)N2)ccc1OCc1ccccc1 (stereo not drawn) | -1.9% | -4.5% | -8.2%
20 | CCN(CC)C(=O)Cn1ncc2c([nH]c3ccc(C)cc32)c1=O | · | 0.9% | 5.1%
21 | COc1ccc(CCNC(=O)Cn2c(=O)c3sccc3n(CC(=O)Nc3cccc(C(F)(F)F)c3)c2=O)cc1OC | · | -5.4% | 2.7%
22 | Cc1ccccc1CC1S/C(=N/N=C/c2ccco2)NC1=O (stereo not drawn) | -2.4% | · | 0.0%
23 | O=C(Nc1ccc(C(F)(F)F)cc1)c1ccc2ncsc2c1 | 18.4% | -10.7% | -2.5%
24 | Cc1ccsc1CN(C)C(=O)CN1C(=O)NC2(CCCCC2C)C1=O (stereo not drawn) | · | 22.2% | 1.4%
25 | O=c1c2c(nc3c(-c4ccccc4)c[nH]n13)CCCC2 | -8.6% | -6.8% | 0.8%
26 | CCN(CC)C(=O)c1sc2c(c1C)c(=O)n(-c1ccc(C)c(C)c1)c(=O)n2CC(=O)Nc1ccc(F)cc1 | · | -1.0% | -16.0%
27 | COc1ccc(-c2noc(COc3ccc(C)cc3C)n2)cc1OC | · | -17.1% | -1.7%
28 | CCOC(=O)C1=C(C)NC(=S)NC1c1cc(C)sc1C (stereo not drawn) | -4.1% | 10.4% | ?
29 | Cc1c(Cl)cccc1NC(=O)C(C)N(c1ccccc1)S(C)(=O)=O (stereo not drawn) | · | -7.8% | 0.5%
30 | Oc1ccccc1/C=N/n1c(-c2ccccc2)n[nH]c1=S | -11.6% | 5.9% | -2.5%
31 | C(=N\Nc1nn[nH]n1)/c1ccccc1 | -4.2% | 6.0% | -5.8%[0.501 µM]
32 | O=C(NS(=O)(=O)Oc1ccc(F)c(Cl)c1)OC[C@@H]1CCCN2CCCCC12 (stereo partly drawn) | -0.9% | -5.6% | -3.2%
33 | COc1cc2c(cc1OC)-c1cc(Nc3ccccc3Br)nc(=O)n1CC2 | -0.2% | -17.0% | -0.9%
34 | COc1cc(CNC(=O)c2cc(-c3ccccc3)n[nH]2)cc(OC)c1OC | · | 15.4% | 1.7%
35 | O=C(NCC1CCCCC1)C1(CC2CC(c3ccc(Cl)cc3)=NO2)CCNCC1 (stereo not drawn) | ? | 9.3% | -5.6%
36 | COc1ccc(C(CC(=O)N2CCOCC2)c2c(O)cc(OC)cc2OC)cc1 (stereo not drawn) | -3.9%&7.4% | -3.8%&6.6% | 21.2%
37 | CS/C(N)=N/N=C/c1ccc2c(c1)OCO2 | 2.5% | -0.9% | -19.9%
38 | O=C(Cc1cccs1)NCCc1csc(-c2ccccc2)n1 | -21.7% | -3.4% | -14.4%
39 | CCC(=O)N(Cc1cc(=O)[nH]c2ccccc12)c1ccccc1C | -7.9% | -9.3% | -5.9%
40 | COC(=O)c1ccccc1NC(=S)N(Cc1ccc2c(c1)OCO2)Cc1cc2ccc(C)cc2[nH]c1=O | ? | 4.8% | -7.5%
41 | Cc1cc(C)c(C(=O)CSc2nc(C)cc(=O)[nH]2)c(C)c1 | -11.3% | 17.8% | -0.9%
42 | CNC(=O)c1c(NC(=O)CCS(=O)(=O)c2ccc(C)cc2)sc2c1CCN(C(=O)OC)C2 | -4.2% | 6.4% | -5.3%
43 | CS(=O)(=O)N(CC(=O)Nc1cc(Cl)ccc1Cl)c1ccccc1 | 23.0% | -17.1% | 3.7%
44 | COC(=O)COc1ccc(-c2ccccc2)cc1C=O | 14.5% | 1.6% | -1.9%
45 | COc1ccccc1CN1CC(C(=O)NCCn2ccc(C)n2)CCC1=O (stereo not drawn) | -7.8% | -8.7% | -3.2%
46 | O=C(OCc1cc(=O)n2nc(C3CC3)sc2n1)c1ccc(NC(=O)c2ccccc2F)cc1 | · | 18.0% | 29.5%
47 | CC(C)=CC(=O)N1CCC(n2nccc2NC(=O)CCc2ccccc2)CC1 | -2.2% | 0.3% | ?
48 | CC(C)CC(=O)Nc1nnc(SCC(=O)NC2CCCCC2)s1 | -3.5% | 19.1% | ?
49 | CC1CC(c2ccccc2)n2nc(NC(=O)c3cccs3)nc2N1 (stereo not drawn) | 4.1% | 0.3% | -8.4%
50 | CCCCOC(=O)CCNc1n[nH]c(=O)[nH]c1=O | ? | -3.5% | -1.8%

At a glance, some entries already given.
cpd | structure | N370S GC | FEN1 inh | GCN5L2 inh
26 | CCN(CC)C(=O)c1sc2c(c1C)c(=O)n(-c1ccc(C)c(C)c1)c(=O)n2CC(=O)Nc1ccc(F)cc1 | · | -1.0% | -16.0%
27 | COc1ccc(-c2noc(COc3ccc(C)cc3C)n2)cc1OC | · | -17.1% | -1.7%
28 | CCOC(=O)C1=C(C)NC(=S)NC1c1cc(C)sc1C (stereo not drawn) | -4.1% | 10.4% | ?
29 | Cc1c(Cl)cccc1NC(=O)C(C)N(c1ccccc1)S(C)(=O)=O (stereo not drawn) | · | -7.8% | 0.5%

Carrying on:
cpd | structure | N370S GC | FEN1 inh | GCN5L2 inh
51 | Cc1ccc(Cl)cc1NC(=O)Cn1c(=O)n(CCC(=O)N2CCc3ccccc3C2)c(=O)c2ccccc21 | · | -0.5% | -14.2%
52 | CC1CC1C(=O)OCC(=O)NC(=O)c1ccccc1 (stereo not drawn) | -3.7% | -1.6% | -9.0%
53 | CN(C(=O)COC(=O)c1ccc(NS(=O)(=O)c2cccs2)cc1)C1CCCCC1 | -11.5% | 0.3% | 1.5%
54 | CN(CC(=O)Nc1ccc(F)cc1)C(=O)c1cc2c(s1)CCCCC2 | 4.8% | -1.3% | 0.3%
55 | Cc1cccc(C2=NN(c3ccc(Br)cc3)[C@@H](C(=O)N3CCOC3=O)[C@@H]2c2ccc(Cl)cc2)c1 | 25.4% | -4.0% | -28.6%&-29.7%
56 | C=CCNC(=S)N1CCOCC1 | 6.0% | 8.4% | 4.3%
57 | COc1ccc(NC(=O)COC(=O)c2cc([N+](=O)[O-])ccc2N2CCOCC2)cc1 | -9.2% | -5.1% | -1.8%
58 | CCC1Oc2ccc(C)cc2N(CC(=O)NCC2CCCO2)C1=O (stereo not drawn) | 1.7% | -5.5% | -7.5%
59 | Cc1sc2nc(CN3CCCCC3)nc(N3CCN(C(=O)c4ccco4)CC3)c2c1C | -1.1% | -1.2% | -1.9%
60 | CCOc1ccc(-c2nnc(-c3ccc(OC)cc3)o2)cc1 | 14.4% | -4.7% | 1.2%
61 | O=C(O)c1cccnc1Sc1ccc(Cl)cc1 | -2.7% | 4.0% | -7.7%
62 | O=C(Nc1nnc(C2=COCCO2)o1)c1ccc(Br)cc1 | -0.1% | · | -13.3%
63 | C/C(=N\NC(=O)c1ccccc1)c1ccc(C)c([N+](=O)[O-])c1 | -1.6% | 4.0% | 32.6%[activator]
64 | Cn1cc(C(=O)N/N=C/C(Br)=C\c2ccccc2)ccc1=O | 7.8% | -1.3% | -28.1%
65 | Cc1ccc(C)c2nc(SCC(=O)NCc3cccs3)c(C#N)cc12 | -3.8% | 0.3% | -24.2%
66 | O=C1CCCC2=C1C(c1ccncc1)c1c(nc(SCc3ccccc3Cl)[nH]c1=O)N2 (stereo not drawn) | -20.5% | -15.0% | -14.6%
67 | Cn1c(-c2cc(Cl)ccc2O)nc2c1c(=O)[nH]c(=O)n2Cc1ccccc1 | 1.0% | -3.2% | -22.7%
68 | COc1ccc(N2CCN(CC(=O)Nc3cc(C)cc(C)c3)CC2)cc1 | -1.5% | -14.9% | 2.6%
69 | COc1ccc(NC2CCCN(C(=O)CCN3CCCO3)C2)cc1 (stereo not drawn) | -1.9% | 3.1% | -0.2%
70 | O=C(Cn1c(-c2ccccn2)nc2ccccc21)N/N=C/c1ccccn1 | 10.6% | 13.0% | -8.8%
71 | Cc1cccc(C(=O)N(Cc2nc3ccccc3c(=O)[nH]2)C2CCCCC2)c1 | ? | -6.7% | 2.8%
72 | COC(=O)c1cccc(NC(=O)Cc2nc(-c3ccccc3)sc2-c2ccc(C)cc2)c1 | 7.2% | -14.9% | -1.5%
73 | Cc1nn(CC(=O)Nc2ccc(F)cc2)c(=O)c2ccccc12 | -3.5% | -13.2% | 2.0%
74 | O=C(CSc1ccc2ccccc2n1)c1ccc2c(c1)OCO2 | 5.9%[12.8 µM] | -8.1% | -11.3%
75 | Cc1noc(C)c1CSc1ccc2ccccc2n1 | 6.1% | -8.1% | -3.7%

Structures listed so far that have a CF3 group, in the order listed:
cpd | structure | N370S GC | FEN1 inh | GCN5L2 inh
21 | COc1ccc(CCNC(=O)Cn2c(=O)c3sccc3n(CC(=O)Nc3cccc(C(F)(F)F)c3)c2=O)cc1OC | · | -5.4% | 2.7%
23 | O=C(Nc1ccc(C(F)(F)F)cc1)c1ccc2ncsc2c1 | 18.4% | -10.7% | -2.5%

Going on with the list.
cpd | structure | N370S GC | FEN1 inh | GCN5L2 inh
76 | O=C(CCC1CCCN(c2ncccn2)C1)NCc1ccc(F)c(F)c1 (stereo not drawn) | -3.4% | 1.8% | -0.8%
77 | CC(C)COC(=O)NCC12C=CC(O1)C1C(=O)N(c3ccc(Cl)cc3)C(=O)C12 (stereo not drawn) | 5.5% | 0.9% | -7.3%
78 | Cc1nc2scc(C)n2c(=O)c1S(=O)(=O)NC(C)c1ccccc1 (stereo not drawn) | 23.2% | -11.9% | -13.2%
79 | Cc1cc([N+](=O)[O-])ccc1NC(=O)C(C)N1CCN(c2ccccn2)CC1 (stereo not drawn) | -2.8% | 3.0% | 3.1%
80 | Cc1ccc(S(=O)(=O)N2c3ccccc3OCC2c2ccccc2)cc1 (stereo not drawn) | 4.2% | -12.3% | -8.9%
81 | O=C(COc1ccccc1Cc1ccccc1)Nc1cccc(S(=O)(=O)N2CCOCC2)c1 | · | -13.2% | -10.9%
82 | CN(C)S(=O)(=O)N1CCN(S(=O)(=O)N(C)C)CC1 | -2.1% | -14.8% | 0.0%
83 | CCCc1cc(=O)n2[nH]c(-c3ccccc3)cc2n1 | 7.2% | -0.6% | -4.4%
84 | CCOc1cc(C(=S)N2CCOCC2)ccc1OS(=O)(=O)c1ccc(Br)cc1 | 5.2% | 5.8% | -1.4%
85 | O=C(Nc1ccc(COc2ccccc2)cc1)Oc1ccccc1N1CCOCC1 | -0.4% | -3.8% | -1.9%
86 | COc1ccc(C(N)c2nccc3cc(OC)c(OC)cc23)cc1OC (stereo not drawn) | -20.7% | -6.6% | -6.3%

Screening data deposited in PubChem by National Center for Advancing Translational Sciences (NCATS).
